Source: PubChem (several laboratories)
ABHD5-PLIN5 inh: blocks binding of human ABHD5 to perilipin-5 | hit rate 0.78% among 360,000 | Q00G26+Q8WTS1 | inhibition, % at 4 µM | Split G. princeps luciferase complementation, luminescence, 4 h;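 active = inhibition above the mean inhibition across every tested compound plus 3 SD, cut at about 22% in these data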;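 note: 0% = DMSO only wells and the 100% control is not disclosed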
TLR9-MyD88 block: blocks human TLR9 binding to MyD88; Q9NR96+Q99836; CHO BLA complementation TLR9-MyD88, CCF4 FRET ratio; inhibition, % at 4.98 µM; hit rate 0.21% among 340,000;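 active = inhibition above the mean over all tested compounds plus 3 SD, cut at about 21% in these data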;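 note: 0% = DMSO only wells and 100% = clavulanate BLA inhibitor control wells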
m5-HT2A agonist: agonists of mouse serotonin 5-HT2A receptor (HTR2A) | P35363 | activation, % at 7.6 µM | hit rate 0.66% among 360,000 | CHO-K1 mHTR2A beta-arrestin complementation, luminescence; percent of 30 µM serotonin response | AID 624169;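 active = activation above a run cutoff, the mean activation of all tested compounds plus 3 SD, cut at about 14% in these data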;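 note: 0% = plate median of compound wells and 100% = 30 µM serotonin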
Cardio protect: modulators protecting cardiomyocytes from myocardial damage. AID 588492. hit rate 0.63% among 360,000. H9c2 cardiomyocytes, H2O2 injury protection, ATPLite, 2 h. protection from H2O2 cell death, % at 20 µM;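 active = compounds giving at least 50% protection of heart cells from peroxide-induced death in the single-dose screen, raw or plate-pattern-corrected value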;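 note: 0% = DMSO wells with peroxide and 100% = DMSO wells without peroxide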
NCOA2 inhibitor: inhibits human steroid receptor coactivator 2; HEK293 GAL4-SRC2 luciferase reporter, luminescence; AID 651957; hit rate 0.17% among 370,000; inhibition, % at 9 µM;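 active = inhibition above the mean inhibition of all tested compounds plus 3 SD, set per campaign, cut at about 52% in these data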;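 note: 0% = DMSO treated cells and 100% = cells given Gossypol at 36 µM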
MC4R barr agon: human MC4R agonism via beta-arrestin; U2OS MC4R beta-arrestin complementation, luminescence; percent of melanotan II response, DMSO zero; activation, % at 8.9 µM; hit rate 0.98% among 360,000;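 active = activation above a per-plate cutoff, the mean activation of sample wells on that plate plus 3 SD, cut at about 8% in these data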
N-glyco inh: blocks N-linked glycosylation in D54 reporter cells | D54 ERlucT glycosylation luciferase reporter, 24 h; percent of 100 nM tunicamycin response | reporter increase, % at 12.5 µM | hit rate 0.23% among 360,000;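 active = mean luciferase reporter signal, scaled so untreated is 0 and the glycosylation-blocking control 100, at or above a set limit in every replicate; inconclusive = mean reaches the limit but not every replicate does; inactive = mean below the limit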;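 note: luciferase carries N-glycosylation sites so blocking glycosylation raises the light; 0% = median of neutral control wells and 100% = median of 100 nM tunicamycin wells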
ABCB6 inh 2: blocks the human ABCB6 transporter | K562-ABCB6 porphyrin accumulation, flow cytometry, 1 h; stronger effect = lower value | fluorescence ratio to DMSO, % at 10 µM | Q9NP58 | hit rate 0.19% among 360,000;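 active = fluorescence ratio to DMSO below 75%, the collection mean minus 3 SD; inconclusive = too few cells collected in the well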;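 note: signal is porphyrin accumulated inside mitochondria; 100% equals median channel fluorescence of DMSO control wells; lower ratio means ABCB6 inhibition with less porphyrin fluorescence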
Target sequence (Q9NP58 whole entry, looked up): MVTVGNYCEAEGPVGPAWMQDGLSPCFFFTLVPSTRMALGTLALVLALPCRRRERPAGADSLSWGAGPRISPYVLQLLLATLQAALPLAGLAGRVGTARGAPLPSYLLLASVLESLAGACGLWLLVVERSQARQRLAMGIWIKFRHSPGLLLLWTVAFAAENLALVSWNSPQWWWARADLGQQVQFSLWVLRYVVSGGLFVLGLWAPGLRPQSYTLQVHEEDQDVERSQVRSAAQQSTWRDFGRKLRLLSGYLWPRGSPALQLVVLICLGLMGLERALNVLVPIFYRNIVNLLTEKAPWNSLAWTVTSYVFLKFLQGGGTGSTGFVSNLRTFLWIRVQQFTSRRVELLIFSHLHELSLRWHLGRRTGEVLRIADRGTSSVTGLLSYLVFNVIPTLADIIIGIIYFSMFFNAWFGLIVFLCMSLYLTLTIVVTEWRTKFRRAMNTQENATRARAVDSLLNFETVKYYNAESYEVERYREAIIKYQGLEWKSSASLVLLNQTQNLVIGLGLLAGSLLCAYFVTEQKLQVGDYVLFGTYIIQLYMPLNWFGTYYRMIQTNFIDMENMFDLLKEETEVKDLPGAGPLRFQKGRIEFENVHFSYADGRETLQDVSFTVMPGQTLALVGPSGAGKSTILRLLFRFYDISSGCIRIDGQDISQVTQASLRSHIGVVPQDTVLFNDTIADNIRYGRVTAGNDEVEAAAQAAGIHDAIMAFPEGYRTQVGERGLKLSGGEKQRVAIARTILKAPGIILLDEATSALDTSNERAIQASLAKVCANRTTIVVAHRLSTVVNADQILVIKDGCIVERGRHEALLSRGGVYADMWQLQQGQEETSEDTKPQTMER
NOD2-RIPK2 inh: NOD2-RIPK2 protein interaction inhibition; O43353; inhibition, % at 4.98 µM; hit rate 0.38% among 360,000; CHO BLA complementation NOD2-RIPK2, CCF4 ratio; in the data active = inhibition above about 21%;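 note: 0% = vehicle only and 100% = reference blocker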
MC4R antag cAMP: blocks human MC4R cAMP signaling; P32245; MC4R-expressing cells, MTII-stimulated cAMP, LANCE TR-FRET; inhibition, % at 6.5 µM; hit rate 0.48% among 360,000;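 active = inhibition above its plate's cutoff, the mean of tested wells on that plate plus 3 SD, cut at about 29% in these data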;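 note: 0% = Melanotan II alone and 100% = Melanotan II plus saturating MCL0020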
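System: U2OS-MC4R stable cell line; Technique: Eu-cAMP/anti-cAMP TR-FRET, emission 671 nm; Repeats: single well per compound; Also added: Melanotan II; Dosing: one concentration, 6.5 µM nominal; Schedule: 30-min compound, 1-h challenge, 1-h detection, room temperature.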
An asterisk follows results filed as active; u = inconclusive; x = no result given. Not all compounds are listed; the hit share may differ from the screen's.

SMILES	ABHD5-PLIN5 inh	TLR9-MyD88 block	m5-HT2A agonist	Cardio protect	NCOA2 inhibitor	MC4R barr agon	N-glyco inh	ABCB6 inh 2	NOD2-RIPK2 inh	MC4R antag cAMP
COc1ccccc1CNC(=O)C(=O)NCC1CCCO1 (configuration not stated)	-2	2	-3	4	-35	-0.1	3	93	0	7
CC(C)[C@H](NS(=O)(=O)c1ccc2c(c1)OCCO2)C(=O)OCC(=O)Nc1ccccc1Cl	-5	-10	-1	7	-1	0.1	0	103	-7	-6
O=c1c(C(c2ccc(Br)cc2)c2c(O)nc3n(c2=O)CCCS3)c(O)nc2n1CCCS2	-3	-13	4	4	-15	0.6	4	99	-3	15
COC(=O)CCCCCCCCC(=O)Nc1nc2ccccc2s1	2	11	3	-13	-5	1.5	1	93	0	2
CCN(CCNC(=O)C1CCN(S(=O)(=O)c2c(C)noc2C)CC1)c1ccccc1	-1	13	4	5	-7	3.2	0	98	-1	-4
CCCCCCCc1nn2c(=O)cc(O)nc2s1	-8	-6	5	2	15	0.1	1	106	-14	-1
COc1ccc(C(=O)CSC2=C(C#N)C3(CCCCC3)C(C#N)=C(N)N2)cc1	-1	-4	2	-6	-15	-0.4	-4	92	-7	3
Cc1ccc(-c2[nH]nc3c2C(c2ccsc2)C(C#N)=C(N)O3)cc1 (configuration not stated)	-16	-1	5	-1	12	-2.0	-2	99	8	9
C=CCSc1nnc2c(n1)OC(c1ccco1)Nc1ccccc1-2 (configuration not stated)	1	-2	9	3	-13	-2.1	5	94	-9	4
COc1ccc(N2C(=O)CN=C2Nc2nc(C)cc(C)n2)cc1OC	4	-6	-2	2	18	2.2	1	105	-4	4
CC1(C)CC(=O)C=C(c2n[nH]nc2-c2ccc(F)c(F)c2)C1	-4	-2	5	-6	16	-0.6	2	96	1	5
Cc1sc(NC(=O)C2CCCO2)c(C#N)c1C (configuration not stated)	-4	0	2	4	x	0.4	0	96	-6	-3
COc1cc(N(C(C)=O)c2ccc(O)cc2)c2ncccc2c1	3	-9	6	0	35	-1.5	1	102	0	7
CCN(CC)CCN(CC)Cc1ccccc1Br	4	6	-1	-4	-22	-2.2	2	95	-3	8
COc1cc(/C=N/NC(=O)Cc2ccccc2)cc(OC)c1OC	1	5	-7	3	1	-0.3	3	100	0	4

Among those listed so far, these contain a cyano group:
SMILES	ABHD5-PLIN5 inh	TLR9-MyD88 block	m5-HT2A agonist	Cardio protect	NCOA2 inhibitor	MC4R barr agon	N-glyco inh	ABCB6 inh 2	NOD2-RIPK2 inh	MC4R antag cAMP
COc1ccc(C(=O)CSC2=C(C#N)C3(CCCCC3)C(C#N)=C(N)N2)cc1	-1	-4	2	-6	-15	-0.4	-4	92	-7	3
Cc1ccc(-c2[nH]nc3c2C(c2ccsc2)C(C#N)=C(N)O3)cc1 (configuration not stated)	-16	-1	5	-1	12	-2.0	-2	99	8	9
Cc1sc(NC(=O)C2CCCO2)c(C#N)c1C (configuration not stated)	-4	0	2	4	x	0.4	0	96	-6	-3

(more compounds)
SMILES	ABHD5-PLIN5 inh	TLR9-MyD88 block	m5-HT2A agonist	Cardio protect	NCOA2 inhibitor	MC4R barr agon	N-glyco inh	ABCB6 inh 2	NOD2-RIPK2 inh	MC4R antag cAMP
CCCCN1C2=C(C(=O)CCC2)C(c2ccc(Cl)c(Cl)c2)C2=C1c1ccccc1C2=O (configuration not stated)	-9	-4	-3	20	-27	-1.5	x	101	-5	0
O=C(NS(=O)(=O)Oc1ccc(F)c(Cl)c1)OC[C@@H]1CCCN2CCCCC12 (some centres not stated)	2	11	2	3	-1	-2.1	1	102	2	9
Cc1ccc2c(c1)oc(=O)n2CC(=O)c1ccccc1	-5	1	-4	-1	10	-0.5	-1	94	-1	1
N#Cc1nc(COc2ccc(Cl)cc2Cl)oc1N1CCOCC1	-4	-7	3	0	-28	0.7	-2	97	6	14
Cc1ccc(S(=O)(=O)N(Cc2ccccc2F)C(=O)N2CCN(C)CC2)cc1	8	3	-5	-6	11	-0.7	0	99	-5	10
COc1ccc(C(=O)OC2CCCCC2CN(C)C)cc1 (configuration not stated)	-7	3	-6	-2	-10	0.4	-1	98	-2	11
COc1ccc(Nc2nc(-c3cccs3)cs2)c(OC)c1	-9	-5	1	0	-61	1.1	-6	99	-5	4
Fc1cccc(Cc2noc(CN3CCC(c4ccncc4)CC3)n2)c1	3	8	-2	-10	6	1.5	-1	87	3	3
COc1ccc(NC(=O)c2cc(-c3ccc(OC)c(OC)c3)on2)cc1OC	-3	2	-5	-3	6	-0.3	-3	99	-10	15
CC1CN(S(=O)(=O)c2cccc(C(F)(F)F)c2)CN1C(=O)N1CCOCC1 (configuration not stated)	3	0	1	-3	15	-1.0	0	88	-3	3
COc1cccc(CC(=O)OCC(=O)Nc2c(C)nn(-c3ccccc3)c2C)c1	2	-10	2	4	0	-3.0	3	94	13	7
CC1=Nc2ccccc2/C1=C/c1sc(=O)n(CC(=O)N2CCCC2)c1O	-8	5	-1	1	14	0.9	1	108	-1	10
O=C(c1ccccc1)N(c1ccccc1)C1C=CS(=O)(=O)C1 (configuration not stated)	-1	-1	-4	12	0	0.4	3	90	3	-1
COc1ccc(-c2nnc(NC(=O)c3ccc(S(=O)(=O)N(C)CC4CCCO4)cc3)o2)c(OC)c1 (configuration not stated)	-4	7	2	9	17	-2.6	3	100	4	8
Nn1c(=O)c2ccccc2n2c(SCc3ccccc3)nnc12	9	1	5	-6	-1	1.1	-1	107	6	7
O=C(N/N=C/c1cccnc1)c1ccccc1OCc1ccc(Br)cc1	3	-10	-8	22	-2	-0.2	3	104	-10	6
CC(=O)C1CCC2C3CCC4=CC(=O)C=CC4(C)C3CCC12C (configuration not stated)	4	-1	5	-1	19	-0.8	-3	102	-6	-2
COc1cc(N=Cc2c(O)[nH]c3ccccc23)cc(OC)c1OC	2	2	1	70*	11	1.5	-4	97	-4	0
CCNC(=O)COC(=O)c1sccc1C	-6	5	-2	-2	1	0.3	0	105	-4	4
CCCCC1CCC(/C(N)=N/O)CC1 (configuration not stated)	-3	0	0	-6	3	-0.5	1	96	-8	-4
CCCCC[C@@H](C)N1C[C@@H](COCc2ccccc2)Oc2cc(N3CC[C@@H](O)C3)ccc2S1(=O)=O	-7	x	-2	x	-1	x	x	98	-9	x
COC(=O)c1c(C)n(-c2ccccc2)c2ccc(O)cc12	-8	-7	2	-4	7	-1.3	-6	96	1	-3
O=C(NCC(=O)N(c1ccccc1)C(C(=O)NC1CCCCC1)c1cccnc1)c1ccco1 (configuration not stated)	-5	2	-5	2	16	-0.9	1	97	-5	-7
O=C(COc1ccccc1Br)N1CCN(C(=O)c2cccs2)CC1	7	-4	3	-1	-9	-0.8	-3	97	-2	1
COc1ccc(Cl)cc1N(C(=O)c1ccco1)C(C(=O)NC1CCCC1)c1ccco1 (configuration not stated)	-3	-3	-6	-3	-42	-0.5	1	100	-10	21
CCN1CCN(CCC(=O)Nc2cc(OC)ccc2OC)CC1	-2	-8	3	5	-3	-0.4	3	107	9	4
O=[N+]([O-])c1cc(C(F)(F)F)cc([N+](=O)[O-])c1NCc1cccnc1	4	-1	4	-1	0	1.6	1	103	-4	6
CC(=O)C1CCC2C3CC(O)C4=CC(=O)CCC4(C)C3C(=O)CC12C (configuration not stated)	-4	-1	4	6	8	-1.1	1	103	-9	-3
CCCS(=O)(=O)NC(=O)C1(C)CCCN(C(=O)COc2ccc(Cl)cc2Cl)C1 (configuration not stated)	-1	x	12	5	-5	1.9	1	107	-4	-5
NS(=O)(=O)c1ccc(NC(=O)c2cccc(Cl)c2)cc1	1	-3	-1	-2	2	-2.7	-1	89	8	0
Cc1nc2ccccc2c(=O)n1/N=C/c1ccco1	3	-6	4	9	-7	0.8	1	86	-8	2
CCn1cc(CN2CCc3c([nH]c4ccccc34)C2c2cccc(OC)c2OC)c(C)n1 (configuration not stated)	-3	-8	-2	10	9	-1.3	-1	96	0	5
Cc1cc(O)ccc1-c1cccc2nccn12	7	x	2	-1	14	-0.9	-1	105	-10	-2
Cc1cccc(-n2c(SCC(N)=O)nnc2-c2ccccn2)c1C	-6	-8	1	4	0	-2.0	1	112	0	4
CNC(=O)c1cc2cccc(OC)c2oc1=O	-2	-3	-1	6	7	0.1	1	103	-1	0
COc1cccc(N(Cc2nnc3n2CCCCC3)C(=O)Nc2ccccc2F)c1	5	-7	4	0	3	-0.2	-1	91	9	2
CC(OC(=O)CN1C(=O)c2ccccc2C1=O)C(=O)NC1(C#N)CCCCC1 (configuration not stated)	8	-47	0	-4	5	-0.6	2	u	2	6
Cc1cc(N2C(=O)C3C4C=CC(C4)C3C2=O)no1 (configuration not stated)	0	-3	3	-3	-20	-0.8	1	101	1	3
Cc1ccc(C(=O)NC(=S)NNS(=O)(=O)c2ccccc2)cc1	-17	0	2	3	-29	-0.8	0	96	2	-3
CCOc1ccc(CCN2C(=S)N([C@@H](Cc3ccc(O)cc3)CN3CCC[C@@H]3CN3C(=S)NC[C@@H]3Cc3ccccc3)C[C@@H]2CC(C)C)cc1	17	x	-7	-4	-25	x	-9	96	-9	x
CC(CC(=O)Nc1ccc(S(=O)(=O)Nc2ncccn2)cc1)c1ccccc1 (configuration not stated)	-3	1	-2	5	6	0.1	2	96	-19	-2
COc1ccc(C(=O)Nc2nccs2)cc1	2	1	1	-8	-58	-1.4	-2	95	9	1
COc1cc(S(=O)(=O)NC2CCCC2)c(OC)cc1C	-2	-5	0	5	-2	0.2	1	100	-2	1
COc1cccc(CN2CCC(Oc3ccc(C(=O)N4CCCCC4)cc3)CC2)c1	-1	1	-10	-2	-24	-1.7	0	104	5	-1
CCC(C)(C(=O)NC1CCCC1)N(CC1CCCO1)C(=O)CNC(=O)c1ccccc1 (configuration not stated)	-2	-11	-3	6	-27	2.1	1	92	-3	-5
COc1cc(NC(=O)c2ccc3c(c2)OCO3)ccc1NC(=O)c1ccco1	10	-5	2	3	-32	-0.1	-2	93	7	16
Cc1n[nH]c(=S)n1Cc1ccccc1	1	4	4	-5	-7	-4.3	2	98	-16	12
NC(=O)CSc1nc2cc(Cl)ccc2c(=O)n1C1CCCCC1	2	1	-9	-2	-8	-0.8	1	97	7	8
CCOC(=O)c1c(C)[nH]c(C)c1C(=O)COC(=O)c1sccc1C	-2	7	1	5	4	-3.0	1	84	-5	-4
CCCn1nc(C(=O)NNC(=O)c2cccc(C)c2)c2ccccc2c1=O	0	6	2	5	-20	-1.9	2	98	-1	7
CN(c1ccc(F)cc1)S(=O)(=O)c1ccc(Cl)c(C(=O)NCc2ccco2)c1	0	-1	14	-1	-22	-1.5	1	98	-7	-6
CCN1CCN(c2oc(COc3ccc(Cl)cc3)nc2C#N)CC1	5	1	2	-8	15	1.7	-2	100	7	8
CC(C(=O)OCC(=O)c1ccccc1)N1C(=O)c2ccccc2C1=O (configuration not stated)	0	2	4	12	7	-0.7	2	88	-10	8
Cc1cc(=O)[nH]c(SCC(=O)OCc2ccccc2)c1C#N	3	-12	-2	1	-19	-4.2	-1	102	-5	25
